# Bioassay records as filed in PubChem.
# KOR beta-arrestin-1 – kappa opioid receptor activators – cell-based, luminescence, uHTS, primary screen (AID 1777); KOR beta-arrestin recruitment, luminescence; higher % means a stronger effect; one-dose activation, % at 10 µM; EC50 in µM for titrated hits; 280,000 tested, 0.02% active; in the data active means activation above about 50%, passing the limit was not always enough; further: a part of the inactive calls stands beside numbers as strong as those of hits
# HIV fusion peptide – inhibitors of HIV fusion peptide binding, primary screen, biochemical, uHTS, fluorescence dequenching (AID 1986) | one-dose inhibition, % at 20 µM; IC50 in µM for titrated hits | cell-free peptide binding, fluorescence dequenching, 30 min; higher % means a stronger effect | 290,000 tested, 0.3% active; in the data active means inhibition mostly above about 52%, no sharp cut-off; inactive means mostly below about 76%; further: some results filed as inactive read as strong as hits
# NOD2 inhibition – inhibition of NOD2-driven NF-kB reporter – cell-based, luminescence, uHTS, HEK293 (AID 1566); HEK293 NOD2/NF-kB luciferase reporter, luminescence; higher % means a stronger effect; inhibition, % at 4 µM, or EC50 in µM where a hit was titrated; 290,000 tested, 0.63% active; further: many of its hits are not listed in these tables
# GPR55 LPI antagonism – GPR55 antagonists blocking LPI-driven arrestin recruitment, primary screen, imaging, U2OS, beta-arrestin-GFP, LPI agonist (AID 2013); U2OS GPR55 beta-arrestin-GFP translocation imaging, LPI antagonism; higher % means a stronger effect; inhibition, % at 10 µM, or IC50 in µM where a hit was titrated; 290,000 tested, 0.13% active;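 active means spots per cell inhibited over 60%, with over 100 cells counted and total cytoplasm intensity under 500,000; inconclusive means wells with under 100 cells, flagged as likely toxic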;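 further: U2OS cells stably carrying GPR55 and arrestin-GFP stimulated by 5 µM LPI near EC80; imaged beta-arrestin-GFP aggregate spots per cell after agonist stimulation; plate controls were LPI-stimulated DMSO wells for no effect and DMSO wells without LPI for full effect; some results filed as inactive read as strong as hits; confirmed hits need IC50 under 10 µM and bright autofluorescent wells are also inconclusive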
# GPR35 antagonists – inhibition of zaprinast-stimulated GPR35 beta-arrestin translocation – imaging, U2OS, beta-arrestin-GFP, zaprinast agonist, primary screen (AID 2058). U2OS GPR35 beta-arrestin-GFP translocation imaging, zaprinast antagonism; higher % means a stronger effect. inhibition, % at 10 µM, or IC50 in µM where a hit was titrated. 290,000 tested, 0.052% active;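 active means inhibition of at least 50% with at least 30 cells and total cytoplasm GFP at most 10,000,000; inconclusive means under 30 cells or total GFP of 10,000,000 plus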
# KOR beta-arrestin-2 – KOR antagonists, beta-arrestin recruitment, cell-based, luminescence, uHTS (AID 1778); one-dose inhibition, % at 10 µM; IC50 in µM for titrated hits; 290,000 tested, 0.091% active; KOR beta-arrestin recruitment, luminescence, antagonist mode; higher % means a stronger effect; further: strong numbers were not always called active
# GPR55 beta-arrestin – selective activators of receptor GPR55 – imaging, U2OS cells, beta-arrestin-GFP redistribution, primary screen (AID 1961); activation, % at 10 µM, or EC50 in µM where a hit was titrated; U2OS GPR55 beta-arrestin-GFP redistribution imaging; higher % means a stronger effect; 290,000 tested, 0.048% active;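 active means activation above 40% with more than 50 cells counted in the well; inconclusive means wells holding fewer than 50 cells, flagged as toxic or sparse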;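 further: U2OS osteosarcoma cells stably expressing GPR55 and beta-arrestin-GFP; plate controls were DMSO negative control for no effect and LPI positive control for full effect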
# NOD1 NF-kB reporter – inhibition of NOD1-driven NF-kB reporter – cell-based, luminescence, uHTS, primary screen (AID 1578); NOD1-driven NF-kB luciferase reporter cells, luminescence; higher % means a stronger effect; inhibition, % at 4 µM, or EC50 in µM where a hit was titrated; 290,000 tested, 1% active; in the data active means inhibition mostly above about 36%, no sharp cut-off; inactive means mostly below about 34%;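 further: HEK-293T reporter cells stimulated with the NOD1 agonist gamma-tri-DAP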
# Myeloid diff 2 – myeloid differentiation induction. ER-HoxA9 myeloid progenitors, lysozyme-GFP differentiation, flow cytometry. calls only at 10 µM. 360,000 tested, 1% active;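 active means normalized GFP-positive differentiation at or above the plate's own cutoff, the solvent-only control mean plus 3 SD; inconclusive means no clear call, values can overlap the other calls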;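 further: cells exposed to compound for four days before flow analysis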
# Myeloid diff 2 GFP+ MAC1+ % – recorded beside Myeloid diff 2, whose call it bears; GFP+ MAC1+ double positive, %; measured here: differentiation confirmed by MAC1 staining
# The depositor's hits bear a star; i = inactive; ? = inconclusive; . = not tested or not shown; & = joins results of further samples; [ ] = another dose, or the depositor's remark. Unless noted, no stated cut-off is given here; in the data, active means inhibition above about 50%; inactive means the rest.
SMILES,KOR beta-arrestin-1,HIV fusion peptide,NOD2 inhibition,GPR55 LPI antagonism,GPR35 antagonists,KOR beta-arrestin-2,GPR55 beta-arrestin,NOD1 NF-kB reporter,Myeloid diff 2,Myeloid diff 2 GFP+ MAC1+ %
Cc1c(Cl)cccc1NC(=O)c1cc(C2CC2)on1,0.5%,-3.7%,-28%,-12%,-9%,33%,-0.2%,-62%,i,3.1
O=[N+]([O-])c1ccc(OCCCCN2CCCCC2)cc1,-5.6%,0.1%,8%,1%,16%,-32%,0.3%,-6%,i,0.1
CNC(=O)CN(c1ccc(Oc2ccccc2)cc1)S(=O)(=O)c1ccc(C)cc1,5.8%,0.3%,7%,-6%,-16%,13%,-0.2%,0%,i,0.7
COc1ccc(OC)c(NC(=O)CSc2nnc(Cn3nnc4ccccc43)n2C)c1,6.5%,-0.2%,21%,3%,13%,-5%,0.0%,5%,i,0.8
CCOc1ccc(Nc2nc(NCC3CCCO3)c3ccccc3n2)cc1 (centres undefined),-0.2%,-3.2%,13%,25%,-11%,-80%,-0.2%,20%,i,0.0
O=C(O)c1ccc(OCc2occc2C(=O)O)cc1,6.5%,4.1%,-1%,-4%,2%,11%,0.2%,-3%,i,0.4
O=C(Nc1c2c(nn1-c1ccc(F)cc1)CS(=O)(=O)C2)C12CC3CC(CC(C3)C1)C2,5.8%,-3.6%,-2%,0%,9%,-46%,-0.1%,.,i,6.2
CCOc1ccc(S(=O)(=O)NC(C)C)cc1C(N)=O,0.1%,-1.5%,-9%,5%,12%,-20%[20 µM],-0.1%,0%,i,0.3
CN(Cc1ccncn1)C(=O)C1CCC(=O)N(Cc2cccc(C(F)(F)F)c2)C1 (centres undefined),3.5%,0.6%,2%,-1%,-17%,0%,0.2%,-36%,i,7.4
Cc1c(NC(=O)c2cc(-c3ccc(Br)cc3)on2)c(=O)n(-c2ccccc2)n1C,0.3%,0.0%,2%,-2%,-10%,-19%,-0.2%,7%,i,2.4
CCC(=O)c1ccc2c(c1)OCCO2,2.8%,-0.5%,9%,-11%,4%,4%,0.2%,8%,i,0.3
Cc1ccc2cc(CN(C(=O)C3CCCO3)C3CCCCC3)c(=O)[nH]c2c1 (centres undefined),-3.6%,1.0%,0%,1%,3%,26%,-0.2%,37%,i,0.7
CCN1CCc2nc(NC(=O)c3ccc(S(=O)(=O)N(C)C)cc3)sc2C1,0.0%,2.1%,10%,-9%,-2%,-11%,0.4%,-16%,i,0.4
O=C(c1ccc2c(c1)OCO2)N1CCN(c2ccc(F)cc2)CC1,7.6%,-0.5%,0%,6%,7%,18%,-0.2%,4%,i,0.9
O=[N+]([O-])c1cn(Cc2ccccc2)cn1,3.5%,-0.7%,-6%,-4%,-12%,-21%,-0.2%,-15%,i,0.4
COc1ccc(N(CC(=O)NCc2ccncc2)S(=O)(=O)c2ccccc2[N+](=O)[O-])c(OC)c1,.,0.8%,12%,19%,17%,-9%[20 µM],-0.1%,-37%,i,0.4
O=C(Nc1nccs1)C1CC=CCC1 (centres undefined),9.4%,-1.6%,-7%,2%,14%,-36%,0.0%,-15%,i,0.9
CCC(=O)Nc1ccc(NC(=O)c2cccc3c(Br)cccc23)cc1,2.9%,-1.2%,8%,10%,6%,-8%,-0.1%,56%,i,0.2
Cc1c(C(=O)N2CCCC2)c(S(=O)(=O)NCC(C)c2ccccc2)c(C)n1C (centres undefined),7.0%,0.2%,0%,1%,23%,-32%,0.0%,-11%,i,2.5
ClCC1=Nc2cccc3cccc(c23)N1,17%,-1.6%,-106%,2%,-5%,-20%,0.0%,27%,.,.
O=C(/C=C/c1ccc(S(=O)(=O)N2CCOCC2)cc1)OCC(=O)c1ccc([N+](=O)[O-])cc1,2.2%,-3.1%,-14%,0%,4%,21%,0.0%,8%,i,0.4
Cn1c(SCC(=O)c2ccc3c(c2)Cc2ccccc2-3)nnc1-c1ccccc1,-0.9%,-0.1%,1%,20%,5%,-14%,-0.1%,-35%,i,0.6
CCOc1ccc(N2CC(C(=O)Nc3ccc(S(=O)(=O)N4CCOCC4)cc3)CC2=O)cc1 (centres undefined),-4.4%,1.3%,12%,6%,21%,0%,0.1%,-9%,i,1.9
COc1ccccc1-n1cc(C(=O)NCC(=O)NCc2ccc(F)cc2)c2ccccc2c1=O,-2.0%,-1.2%,11%,-4%,-10%,8%,0.4%,-19%,i,0.1
CC(=O)c1cccc(NC(=O)CSc2nnc(-c3cccnc3)o2)c1,-4.0%,-0.5%,-2%,10%,-6%,-20%,-0.4%,-28%,i,0.9
CN1Cc2cccc3c2C(Cc2ccccc2S3)C1 (centres undefined),-1.4%,-1.3%,6%,6%,9%,0%,-0.2%,-9%,i,0.7
COC(=O)c1c(-c2ccc(OC)c(OC)c2)csc1N,-3.1%,-0.4%,12%,4%,1%,-4%,-0.1%,-17%,i,2.5
Cc1cccc(-n2nnc(C(=O)NC3CCCc4ccccc43)c2N)c1 (centres undefined),1.7%,2.8%,-8%,3%,0%,-12%,0.5%,13%,i,0.2
O=C(NCC1CCCO1)C1CCN(C2CCN(C3CCCCCC3)CC2)CC1 (centres undefined),.,2.0%,-10%,9%,14%,4%[20 µM],-0.1%,4%,i,0.6
CC(CCc1ccccc1)NC(=O)c1ccc2nc(N3CCOCC3)sc2c1 (centres undefined),0.1%,-0.2%,-4%,-9%,2%,17%,0.5%,-6%,i,0.5
COc1ccc(CNC2CCCC2)c(OC)c1OC,2.4%,1.5%,-4%,-6%,7%,-49%,0.0%,-11%,i,0.5
O=C(CSc1nc(O)cc(=O)n1-c1ccc(Cl)c(Cl)c1)Nc1ccc(Cl)cc1Cl,-2.4%,18%,-10%,-8%,-16%,26%,0.2%,2%,.,.
O/C=c1\ccc2cccc3nc(C(F)(F)F)nc1c23,4.7%,182%,48%,-4%,29%,-34%,-0.1%,38%*,i,2.7
NC(=O)NNC(=S)Nc1cccc2ccccc12,5.2%,-1.4%,11%,6%,-7%,-30%,-0.2%,-30%,.,.
Cc1ccc(NC(=O)c2cc(S(=O)(=O)N3CCOCC3)cn2C)c(C)c1,-1.2%,-0.9%,15%,8%,-8%,-8%[20 µM],0.0%,-4%,i,2.2
CCOc1cccc2sc(Nc3nc4ccc(NC(C)=O)cc4s3)nc12,1.1%,-0.5%,-61%,17%,.,21%,-0.3%,-48%,i,0.6
CCc1cc(=O)oc2cc(C)cc(OCC(=O)NCCCN3CCOCC3)c12,6.9%,-0.3%,3%,4%,-15%,-58%,0.3%,-4%,i,4.3
COc1ccc(OC)c(NC(=O)C(=O)/C=C(\O)c2cc(OC)ccc2OC)c1,2.1%,-0.6%,2%,12%,9%,-4%,-0.3%,-2%,i,1.2
Cc1ccc(C(=O)Nc2cccc(C(F)(F)F)c2)cc1NC(=O)c1nccn1C,7.1%,0.6%,10%,9%,1%,-12%,-0.1%,-8%,i,0.5&5.7
Cn1c(SCC(=O)Nc2nc(C(C)(C)C)cs2)nnc1C1CC1,.,1.8%,-24%,3%,11%,-28%[20 µM],-0.1%,-37%,i,0.9

# Structural class, the compounds so far with a nitro group on carbon
SMILES,KOR beta-arrestin-1,HIV fusion peptide,NOD2 inhibition,GPR55 LPI antagonism,GPR35 antagonists,KOR beta-arrestin-2,GPR55 beta-arrestin,NOD1 NF-kB reporter,Myeloid diff 2,Myeloid diff 2 GFP+ MAC1+ %
O=[N+]([O-])c1ccc(OCCCCN2CCCCC2)cc1,-5.6%,0.1%,8%,1%,16%,-32%,0.3%,-6%,i,0.1
O=[N+]([O-])c1cn(Cc2ccccc2)cn1,3.5%,-0.7%,-6%,-4%,-12%,-21%,-0.2%,-15%,i,0.4
COc1ccc(N(CC(=O)NCc2ccncc2)S(=O)(=O)c2ccccc2[N+](=O)[O-])c(OC)c1,.,0.8%,12%,19%,17%,-9%[20 µM],-0.1%,-37%,i,0.4
O=C(/C=C/c1ccc(S(=O)(=O)N2CCOCC2)cc1)OCC(=O)c1ccc([N+](=O)[O-])cc1,2.2%,-3.1%,-14%,0%,4%,21%,0.0%,8%,i,0.4

# The list goes on:
SMILES,KOR beta-arrestin-1,HIV fusion peptide,NOD2 inhibition,GPR55 LPI antagonism,GPR35 antagonists,KOR beta-arrestin-2,GPR55 beta-arrestin,NOD1 NF-kB reporter,Myeloid diff 2,Myeloid diff 2 GFP+ MAC1+ %
O=c1cc(COc2ncnc3ccccc23)nc2sccn12,0.2%,0.2%,0%,4%,2%,23%,-0.2%,-4%,i,0.8
CC(C)c1ccc(NC(=O)CN2CCN(c3ccccn3)CC2)cc1,-0.6%,-0.3%,-20%,-9%,-10%,-35%,0.0%,1%,i,0.1
CC(C)C[C@H](NC(=O)c1[nH]cnc1C(=O)N[C@@H](Cc1ccccc1)C(=O)OCc1ccccc1)C(=O)OC(C)(C)C,-3.5%,2.7%,-12%,17%,8%,-3%[20 µM],0.0%,-8%,i,0.8
COc1ccc(OC)c(S(=O)(=O)Nc2c(NC3CCCCC3)c3ccccc3oc2=O)c1,-1.2%,-0.8%,20%,16%,5%,6%,-0.1%,0%,?,.
COCCn1c(=NC(=O)c2cc(-c3cccs3)nc3ccccc23)sc2cc(S(N)(=O)=O)ccc21,0.3%,7.1%,9%,0%,-12%,13%,0.2%,14%,i,0.6
COc1ccc(OC)c(C2C(C(=O)c3cc4ccccc4o3)=C(O)C(=O)N2c2cc(C)on2)c1 (centres undefined),4.5%,0.6%,-16%,2%,12%,-24%,0.0%,-1%,i,1.5
Cc1ccccc1C(=O)NC(C(N)=O)P(=O)(OC(C)C)OC(C)C (centres undefined),4.1%,1.2%,11%,5%,-1%,28%,-0.1%,-13%,i,0.6
COc1ccc(NC(=O)CCC(=O)Nc2nnc(C3CCCCC3)s2)c(OC)c1,-2.6%,1.3%,18%,12%,10%,9%,-0.2%,-7%,i,1.6
COCCCNC(=O)CN1C(=O)c2cccc3cccc1c23,-8.3%,1.0%,5%,-7%,-3%,16%[20 µM],0.5%,-22%,i,0.2

# Compound profiles (already shown). Order of values: KOR beta-arrestin-1 | HIV fusion peptide | NOD2 inhibition | GPR55 LPI antagonism | GPR35 antagonists | KOR beta-arrestin-2 | GPR55 beta-arrestin | NOD1 NF-kB reporter | Myeloid diff 2 | Myeloid diff 2 GFP+ MAC1+ %
# COc1ccc(OC)c(C2C(C(=O)c3cc4ccccc4o3)=C(O)C(=O)N2c2cc(C)on2)c1 (centres undefined) across the screens: 4.5% | 0.6% | -16% | 2% | 12% | -24% | 0.0% | -1% | i | 1.5
# CC(C)C[C@H](NC(=O)c1[nH]cnc1C(=O)N[C@@H](Cc1ccccc1)C(=O)OCc1ccccc1)C(=O)OC(C)(C)C across the screens: -3.5% | 2.7% | -12% | 17% | 8% | -3%[20 µM] | 0.0% | -8% | i | 0.8

# This is a subset. The share of hits here may be higher or lower than overall.
